Screening results (PubChem BioAssay)
Cneo AK release = causes C. neoformans cell lysis. lysis activity, % at 15 µM. adenylate kinase release luminescence, 4 h; normalised: neutral wells 0, clomiphene wells 100. 360,000 tested, 0.2% active;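 active = mean lysis activity across replicates of at least 80%, whatever share of replicates individually reach that level; inactive = mean lysis activity below 80%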
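Material: C. neoformans cells | Amount: Yeast cell density of 5 × 10^6 cells/mL | Medium: Fresh YPD growth medium | Dosing: Single dose | Times: Static 4 h at 37 °C with compound, 1 h detection | Detection: AK luminescence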
PAX8 inh HTS = PAX8 transcriptional activity inhibition; 360,000 tested, 1.2% active; inhibition, % at 12.6 µM; RMG-I TPO-luciferase reporter, SteadyGlo, 24 h;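 active = mean replicate inhibition at least 60% with every replicate also reaching 60%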;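 note: luciferase light reporting Pax8 driven TPO promoter activity; plate controls were median of neutral control wells for no effect and mitoxantrone controls for full effect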
EWS-Fli inh = inhibitors of EWS/Fli oncoprotein transcriptional activity. 350,000 tested, 0.67% active. A673 NR0B1-luciferase reporter, viability-normalised. AID 651661. inhibition, % at 12.6 µM;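 active = mean inhibition of at least 50% after viability correction, with every replicate also passing that limit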;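 note: firefly luciferase signal divided by Alamar Blue viability fluorescence both relative to DMSO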
PGC1a acetyl inh = PGC1a acetylation modulation, inhibitor mode | U2OS PGC1a acetylation, AlphaScreen anti-acetyl-lysine; with virally co-expressed GCN5 acetyltransferase | AID 651687 | 350,000 tested, 0.17% active | inhibition, % at 15.6 µM;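 active = every replicate shows inhibition of at least 40%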;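 note: 0% = neutral control wells and 100% = positive control wells; some results beyond the cut were filed as inactive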
miR-122 sensor = inhibitors of miR-122 in Huh7 cells | activation (reporter increase), % at 12.5 µM | Huh7 miR-122 Renilla luciferase sensor, 48 h; neutral wells = 0, positive control = 100 | AID 602342 | 340,000 tested, 0.3% active;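 active = mean replicate activation score at least 90 and every replicate individually at or above 90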;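 note: higher luciferase means less miR-122 activity so hits act as miR-122 inhibitors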
FN deposition inh = fibronectin deposition inhibition; AH1F fibroblasts, Alexa488-fibronectin deposition fluorescence, overnight; AID 743247; inhibition, % at 12.6 µM; 350,000 tested, 0.086% active;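 active = mean inhibition across replicates of 30% or more, regardless of how many single replicates reach that level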;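 note: positive control wells lacked labelled fibronectin entirely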
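Measured by – fluorescence 485/525 nm · System – AH1F fibroblast monolayer, labelled fibronectin deposition · Amount – 10000 cells per well · Buffer or medium – serum-reduced DMEM (2% serum) · Doses – single dose, pinned · Also added – fluorescent fibronectin at 24 nM final · Schedule – 1 h cell attachment, overnight exposure to compound and label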
CASP6 VEID inh = caspase-6 (human) enzyme inhibition. P55212. purified caspase-6, Z-VEID-R110 cleavage fluorescence. inhibition, % at 12.5 µM. 350,000 tested, 0.53% active;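 active = mean inhibition across replicates at least about 35%, with every replicate also reaching that limit, limit read from the data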;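 note: 0% = median of neutral control wells and 100% = no fluorescence left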
Target sequence (P55212 24-179 limits assumed): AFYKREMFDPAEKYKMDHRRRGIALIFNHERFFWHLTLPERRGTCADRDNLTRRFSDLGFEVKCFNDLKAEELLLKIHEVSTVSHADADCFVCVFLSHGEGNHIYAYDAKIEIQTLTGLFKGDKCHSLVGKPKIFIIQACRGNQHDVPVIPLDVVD
Target sequence (P55212 194-293 limits assumed): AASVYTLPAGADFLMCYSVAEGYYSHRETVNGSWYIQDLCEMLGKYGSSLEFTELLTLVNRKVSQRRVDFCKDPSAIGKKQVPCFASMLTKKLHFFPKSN
LGR2 antag = blocks bursicon-induced cAMP signaling via Drosophila LGR2; HEK293 LGR2, CRE-luciferase, bursicon-stimulated, 4 h; inhibition, % at 9.99 µM; 380,000 tested, 0.35% active;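 active = drop in luminescence signal, shown as inhibition above about 50% in the replicate tests, limit read from the data, passing the limit was not always enough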;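 note: agonist challenge used bursicon conditioned medium at about half maximal strength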
Active calls of the source: *; & = joins results of further samples; [ ] = another dose, or the depositor's remark.

`CCCCn1c(N)c(N(CC(C)C)C(=O)CSCc2cccc(C)c2)c(=O)[nH]c1=O` gave PAX8 inh HTS 10, EWS-Fli inh 7, FN deposition inh 3, CASP6 VEID inh 0 and LGR2 antag -1.
`c1ccn2cc(C34CC5CC(CC(C5)C3)C4)nc2c1` gave PAX8 inh HTS -12, EWS-Fli inh 3, FN deposition inh -9, CASP6 VEID inh 2 and LGR2 antag -2.
Screening Cc1ccc2[nH]c(=O)c(CN(C(=O)c3cccc([N+](=O)[O-])c3)C(C)C)cc2c1 returned PAX8 inh HTS 7, EWS-Fli inh 2, PGC1a acetyl inh -7, FN deposition inh 3, CASP6 VEID inh 2 and LGR2 antag 7.
`O=C(c1nc2ccc(Cl)cn2c1CN1CCC[C@H]1CO)N1CCCCCCC1` gave Cneo AK release 1, PAX8 inh HTS 12, miR-122 sensor -7, CASP6 VEID inh 7 and LGR2 antag 0.
For Cc1cc(C)nc(NS(=O)(=O)c2ccc(N3C(=O)C4CCCCC4C3=O)cc2)n1 (configuration not stated) the results were Cneo AK release -3, PAX8 inh HTS -1, EWS-Fli inh 4, FN deposition inh 2, CASP6 VEID inh 1 and LGR2 antag -8.
C=C/C=C/[C@@H]1C(=C)CN2[C@H]1[C@H](Cc1ccccc1)OC(=O)C21CCCC1 was read as Cneo AK release -7, PAX8 inh HTS -1, EWS-Fli inh 0, PGC1a acetyl inh 3 and CASP6 VEID inh 0.
For CCOC(=O)N1CCC(NC(=O)c2cc(C(=O)NCc3ccc(F)cc3)ccc2CO)CC1 the results were Cneo AK release -2, PAX8 inh HTS 14, PGC1a acetyl inh 5, miR-122 sensor -12 and FN deposition inh -3.
Screening C=CCNc1nc(N)c(C(=C(C#N)C#N)c2ccc(Br)cc2)s1 returned Cneo AK release 2, PAX8 inh HTS 18, miR-122 sensor -7, FN deposition inh -3 and LGR2 antag 7.
For Cc1cc(C)cc(NC(=O)CSc2nc3ccncc3[nH]2)c1 the results were Cneo AK release -2, PAX8 inh HTS -7, EWS-Fli inh -3, FN deposition inh 5, CASP6 VEID inh 2 and LGR2 antag -20.
Screening O=C(c1cc2cc([N+](=O)[O-])ccc2s1)N1CCOCC1 returned PAX8 inh HTS 5, EWS-Fli inh -4, miR-122 sensor 9, FN deposition inh 3, CASP6 VEID inh 1 and LGR2 antag 1.
CCc1nnc(NC(=O)c2ccc(-c3ccc([N+](=O)[O-])cc3Cl)o2)s1 was read as PAX8 inh HTS 0, EWS-Fli inh 2, PGC1a acetyl inh 4, miR-122 sensor 1, FN deposition inh 7, CASP6 VEID inh 0 and LGR2 antag 15.
Screening COC(=O)Cc1ccc(OC(=O)C2CCN(S(=O)(=O)c3ccc(OC)c(OC)c3)CC2)cc1 returned Cneo AK release 1, PAX8 inh HTS -5, EWS-Fli inh -2, PGC1a acetyl inh 7, miR-122 sensor 10, FN deposition inh -3, CASP6 VEID inh -1 and LGR2 antag -12.
For CCc1ccc(/C=N/NC(=O)c2ccccn2)cc1 the results were Cneo AK release -2, PAX8 inh HTS -9, EWS-Fli inh 11, PGC1a acetyl inh 3, miR-122 sensor -1, FN deposition inh 0, CASP6 VEID inh -3 and LGR2 antag 71*.
Cc1ccc(S(=O)(=O)Nc2ccc3c(c2)C(=O)N([C@H](C)CO)C[C@H](C)[C@@H](CN(C)C(=O)NC2CCCCC2)OCCCC[C@@H](C)O3)cc1 was read as Cneo AK release -1&46, PAX8 inh HTS 21&-14, EWS-Fli inh 14&-20, PGC1a acetyl inh 10&4, miR-122 sensor -3, FN deposition inh -7, CASP6 VEID inh 0&-1 and LGR2 antag 9&-14.
For O=C(Nc1cccc(F)c1)C1CCCN(S(=O)(=O)c2ccc(-n3cnnn3)cc2)C1 (configuration not stated) the results were Cneo AK release -2, PAX8 inh HTS 16, EWS-Fli inh 12, PGC1a acetyl inh -16, miR-122 sensor -10, FN deposition inh -13, CASP6 VEID inh -6 and LGR2 antag -4.
For C[C@H](CO)N1C[C@H](C)[C@H](CN(C)S(=O)(=O)c2ccc(Cl)cc2)OCCCC[C@H](C)Oc2ccc(NC(=O)Nc3ccc(C(F)(F)F)cc3)cc2C1=O the results were Cneo AK release 0, PAX8 inh HTS 78*, EWS-Fli inh -20, PGC1a acetyl inh 6, miR-122 sensor -17[16.7 µM], FN deposition inh -4 and LGR2 antag 17.
For OCCN1CCN(C(=S)c2ccc(Br)cc2)CC1 the results were Cneo AK release 0, PGC1a acetyl inh -21, miR-122 sensor 18 and FN deposition inh -6.
`Cc1cc(C(=O)C(C)Sc2cccc[n+]2[O-])c(C)n1-c1ccc(Cl)cc1` (configuration not stated) gave Cneo AK release -7, PAX8 inh HTS -40, EWS-Fli inh -4, PGC1a acetyl inh 11, miR-122 sensor 3, FN deposition inh -3, CASP6 VEID inh 0 and LGR2 antag -11.
`C[C@H]1CN([C@@H](C)CO)C(=O)c2cccc(NC(=O)c3nc4ccccc4s3)c2O[C@@H]1CN(C)C(=O)Nc1ccc(C(F)(F)F)cc1` gave Cneo AK release -1, EWS-Fli inh -10, PGC1a acetyl inh -7, miR-122 sensor -30[16.7 µM], CASP6 VEID inh 0 and LGR2 antag 26.
`O=C(CSc1nnc(-c2c[nH]c3ccccc23)o1)N1c2ccccc2CCc2ccccc21` gave Cneo AK release 0, EWS-Fli inh 7, PGC1a acetyl inh -11, miR-122 sensor -14, CASP6 VEID inh 2 and LGR2 antag 11.

An excerpt from above in order of molar mass, rising:
For Cc1cc(C)cc(NC(=O)CSc2nc3ccncc3[nH]2)c1 the results were Cneo AK release -2, PAX8 inh HTS -7, EWS-Fli inh -3, FN deposition inh 5, CASP6 VEID inh 2 and LGR2 antag -20.
Screening Cc1ccc2[nH]c(=O)c(CN(C(=O)c3cccc([N+](=O)[O-])c3)C(C)C)cc2c1 returned PAX8 inh HTS 7, EWS-Fli inh 2, PGC1a acetyl inh -7, FN deposition inh 3, CASP6 VEID inh 2 and LGR2 antag 7.
`CCCCn1c(N)c(N(CC(C)C)C(=O)CSCc2cccc(C)c2)c(=O)[nH]c1=O` gave PAX8 inh HTS 10, EWS-Fli inh 7, FN deposition inh 3, CASP6 VEID inh 0 and LGR2 antag -1.
`O=C(CSc1nnc(-c2c[nH]c3ccccc23)o1)N1c2ccccc2CCc2ccccc21` gave Cneo AK release 0, EWS-Fli inh 7, PGC1a acetyl inh -11, miR-122 sensor -14, CASP6 VEID inh 2 and LGR2 antag 11.

New compounds follow
`Cn1c(NC(=O)C2CC2)cc(=O)n(C)c1=O` gave Cneo AK release -2, PAX8 inh HTS -1, EWS-Fli inh 0, PGC1a acetyl inh -3, miR-122 sensor 1, FN deposition inh 2, CASP6 VEID inh 0 and LGR2 antag -7.
`O=[N+]([O-])c1cc(Cl)ccc1NCCNS(=O)(=O)c1ccccc1` gave Cneo AK release 5, PAX8 inh HTS -60, miR-122 sensor -2 and LGR2 antag 0.
`CCCCOCCCNC(=O)C[C@@H]1C[C@@]2(C(=O)OC)CC(C)(C)CC=C2N(CCc2ccc(OC)c(OC)c2)C1=O` gave PAX8 inh HTS -5, EWS-Fli inh 1, FN deposition inh 8, CASP6 VEID inh 2 and LGR2 antag 6.
For CCCn1c(N)c(N(CCOC)C(=O)c2cc(-c3ccco3)nc3ccccc23)c(=O)[nH]c1=O the results were Cneo AK release -1, PAX8 inh HTS 5, PGC1a acetyl inh -3, miR-122 sensor -3, FN deposition inh -15, CASP6 VEID inh 27 and LGR2 antag 0.
`CCN(CC)CCCNC(=O)c1cc(-c2ccc(O)cc2)on1` gave Cneo AK release -1, PAX8 inh HTS -4, EWS-Fli inh -2, PGC1a acetyl inh -3, miR-122 sensor 0, FN deposition inh -1, CASP6 VEID inh -39 and LGR2 antag 0.
CCOCCCNC(=S)Nc1cc(OCC)c(NC(=O)c2ccco2)cc1OCC was read as Cneo AK release -1, PAX8 inh HTS 5, EWS-Fli inh -2, miR-122 sensor -12, FN deposition inh -8 and CASP6 VEID inh 0.
COc1ccccc1-c1cn(CC[C@@H]2CC[C@H](NC(=O)C3CCCCC3)[C@H](CO)O2)nn1 was read as Cneo AK release -1, PAX8 inh HTS 18, EWS-Fli inh -2, PGC1a acetyl inh -9, FN deposition inh -15, CASP6 VEID inh 0 and LGR2 antag -7.
Screening CC1C=NC(S(=O)(=O)N2CC[C@H]3[C@@H](CO)N(C)c4ccc(C#Cc5cccnc5)cc4[C@H]32)=N1 (some centres not stated) returned Cneo AK release -11, PAX8 inh HTS -22, EWS-Fli inh -12, PGC1a acetyl inh -5, miR-122 sensor 2[16.7 µM], FN deposition inh 5 and LGR2 antag -13.
Screening OCCN(CC#CC(O)(c1ccccc1)C1CCCCC1)CCO (configuration not stated) returned Cneo AK release 1, PAX8 inh HTS 3, EWS-Fli inh 7, PGC1a acetyl inh 11, miR-122 sensor -2, FN deposition inh 4, CASP6 VEID inh -3 and LGR2 antag 6.
For O=C(CC1Sc2ccccc2NC1=O)NCc1ccc(Cl)cc1 (configuration not stated) the results were Cneo AK release 0, PAX8 inh HTS 11, EWS-Fli inh -1, miR-122 sensor -11, FN deposition inh 7, CASP6 VEID inh 4 and LGR2 antag 0.
`C[C@H](CO)N1C[C@H](C)[C@@H](CN(C)C(=O)Nc2cccc3ccccc23)OCCCC[C@H](C)Oc2ccc(NS(=O)(=O)c3ccccc3)cc2C1=O` gave Cneo AK release -6, PAX8 inh HTS 33, EWS-Fli inh 18, PGC1a acetyl inh -20, miR-122 sensor -9[16.7 µM], FN deposition inh -11, CASP6 VEID inh 3 and LGR2 antag 18.
Screening OC[C@@H](O)[C@@H](O[C@@H]1O[C@H](CO)[C@H](O)[C@H](O)[C@H]1O)[C@H](O)[C@@H](O)CO returned Cneo AK release -1, PAX8 inh HTS -6, EWS-Fli inh -4, PGC1a acetyl inh -1, miR-122 sensor 1, FN deposition inh 10, CASP6 VEID inh 1 and LGR2 antag -14.
C[C@H]1CN([C@@H](C)CO)C(=O)c2cc(C3=CCCCC3)cnc2O[C@@H]1CN(C)C(=O)c1ccncc1 was read as Cneo AK release 1, EWS-Fli inh -11, PGC1a acetyl inh 7, miR-122 sensor -6[16.7 µM], CASP6 VEID inh -4 and LGR2 antag -9.
Screening Cc1nnc(SCC(=O)NC23CC4CC(CC(C4)C2)C3)n(N)c1=O returned PAX8 inh HTS 8, EWS-Fli inh 0, FN deposition inh -1, CASP6 VEID inh -3 and LGR2 antag -13.
Screening O=C(COC(=O)CNS(=O)(=O)/C=C/c1ccccc1)NC1CCS(=O)(=O)C1 (configuration not stated) returned Cneo AK release 8, PAX8 inh HTS -13, miR-122 sensor -25 and FN deposition inh -10.
Screening OC(c1ccc2c(c1)OCO2)c1ncc(-c2cccc(C(F)(F)F)c2)[nH]1 (configuration not stated) returned Cneo AK release -15, PAX8 inh HTS -8, EWS-Fli inh -1, PGC1a acetyl inh 2, miR-122 sensor 29, FN deposition inh -4, CASP6 VEID inh 3 and LGR2 antag -2.
O=C(Oc1cccc(C(=S)N2CCOCC2)c1)c1cccc(Cl)c1 was read as Cneo AK release 1, PAX8 inh HTS 4, EWS-Fli inh 0, FN deposition inh 1, CASP6 VEID inh -2 and LGR2 antag 16.
